# Bioassay records as filed in PubChem.
# CHRM1 antagonist: human M1 muscarinic receptor antagonists, primary screen, CHO-K1 cells, Fluo-8 calcium fluorescence, 1536-well. actives 1.3% (n = 360,000). inhibition, % at 3 µM. Muscarinic acetylcholine receptor M1 (Homo sapiens), P11229. CHO-K1 hM1, ACh EC80 antagonist;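 active = percent inhibition above its own plate's cutoff, namely the mean of that plate's compound wells plus 3 SD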;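 also: peak over basal fluorescence ratio during 140 s after agonist addition; 0% = ACh EC80 plus DMSO and 100% = DMSO alone without agonist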
# M1 ag: human M1 muscarinic receptor agonists, primary screen, Fluo-8 calcium fluorescence, CHO-K1 cells, HTS | Muscarinic acetylcholine receptor M1 (Homo sapiens), P11229 | CHO-K1 hM1, agonist mode; 0% DMSO, 100% acetylcholine EC100 | AID 588814, 2011 | actives 0.33% (n = 360,000) | activation, % at 3 µM;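 active = activation above the run's mean compound activation plus 3 SD, cut at about 16% in these data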;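 also: peak over basal fluorescence ratio within a 140 s kinetic read after compound addition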
# OXTR potentiate: human OXTR potentiators, primary screen, fluorescence, CHO-OTR cells, Fluo-8 calcium; Fluo-8 calcium fluorescence, potentiator mode; 0% = oxytocin EC15, 100% = EC100; Oxytocin receptor (Homo sapiens), P30559; activation, % at 3 µM; actives 0.061% (n = 320,000);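 active = activation above that plate's cutoff, the mean activation of tested compounds plus 3 SD, cut at about 6.6% in these data, passing the limit was not always enough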;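 also: 100% uses oxytocin at 75 nM as the full agonist control; some results filed as inactive read as strong as hits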
#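 Measured by – Fluo-8 calcium dye fluorescence · Test system – human OTR in CHO cells · Dosing – one concentration, 3.0 µM compound · Controls – EC15 oxytocin alone as 0%, 75 nM oxytocin as 100% · Evaluation – normalized max/min fluorescence ratio, % activation · Timing – 6 min pre-incubation, 100 s read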
# V1aR counter: agonists of human V1a receptor, primary screen, counter-screen for OXTR agonist project, fluorescence, CHO-V1R cells | activation, % at 3 µM | actives 0.25% (n = 320,000) | Vasopressin V1a receptor (Homo sapiens), P37288 | Fluo-8 calcium fluorescence, agonist mode; 0% DMSO, 100% 3 nM vasopressin;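 active = activation above the mean activation of all tested compounds plus 3 SD, per screening run, cut at about 20% in these data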;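 also: signal is peak over basal fluorescence ratio across a 100 second FLIPR read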
# Target sequence (P37288 whole entry, looked up): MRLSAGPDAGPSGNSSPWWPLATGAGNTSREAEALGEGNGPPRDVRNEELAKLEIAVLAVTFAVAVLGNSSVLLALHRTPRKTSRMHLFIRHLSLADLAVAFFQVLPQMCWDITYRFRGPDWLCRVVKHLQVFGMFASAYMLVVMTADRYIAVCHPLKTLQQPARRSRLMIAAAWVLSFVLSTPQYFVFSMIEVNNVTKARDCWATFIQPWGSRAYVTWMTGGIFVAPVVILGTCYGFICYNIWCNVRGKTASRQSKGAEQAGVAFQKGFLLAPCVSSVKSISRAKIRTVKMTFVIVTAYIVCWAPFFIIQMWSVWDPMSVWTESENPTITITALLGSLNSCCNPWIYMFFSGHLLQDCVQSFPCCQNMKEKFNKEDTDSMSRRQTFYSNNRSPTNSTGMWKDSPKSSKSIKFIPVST
# CHO parental Ca: ATP-evoked calcium signal inhibitors, parental CHO, primary screen, counter-screen for OX1R antagonist project, cell-based, fluorescence, Fluo-8 calcium dye | inhibition, % at 5.6 µM | AID 463079, 2010 | parental CHO-K1, ATP-induced calcium, Fluo-8 fluorescence | actives 0.63% (n = 330,000);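 active = inhibition above that plate's mean sample inhibition plus 3 SD, cut at about 26% in these data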;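 also: 0% = ATP-challenged DMSO wells and 100% = DMSO wells without ATP; some compounds past the cut are filed as inactive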
#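 Material: parental CHO cells / Compound: single nominal dose of 5.6 µM per compound / Signal: Fluo-8 fluorescence / Replicates: singlicate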
# TAAR1 antagonist: human TAAR1 antagonists, primary screen, Fluo-8 calcium fluorescence, CHO RD-HGA16 cells; antagonist; inhibition, % at 3 µM; actives 1.5% (n = 360,000); AID 624466, 2012;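 active = inhibition above a per-plate cutoff, the mean inhibition of test compounds on that plate plus 3 SD, cut at about 49% in these data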;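 also: 0% = DMSO plus EC80 beta-PEA response and 100% = DMSO alone without agonist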
# Target sequence (Q96RJ0 whole entry, looked up): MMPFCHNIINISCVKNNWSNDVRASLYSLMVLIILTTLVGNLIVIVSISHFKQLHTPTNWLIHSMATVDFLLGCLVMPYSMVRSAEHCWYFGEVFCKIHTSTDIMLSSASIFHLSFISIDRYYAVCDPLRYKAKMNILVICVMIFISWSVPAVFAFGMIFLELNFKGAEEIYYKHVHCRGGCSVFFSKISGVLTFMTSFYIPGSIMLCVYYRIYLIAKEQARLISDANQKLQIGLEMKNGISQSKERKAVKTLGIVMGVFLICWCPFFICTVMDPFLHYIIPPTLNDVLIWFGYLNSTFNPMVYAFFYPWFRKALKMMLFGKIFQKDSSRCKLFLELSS
#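 Test system: CHO RD-HGA16 cells bearing hTAAR1 | Reagent: β-PEA, EC80 | Compound dosing: 3 µM, single point | Schedule: Dye loading 75 min at 37 °C, then 30 min room temperature | Signal: Calcium fluorescence with Fluo-8 | Evaluation: Percent inhibition of PEA-evoked calcium signal, max/basal emission ratio | Control set: DMSO-only wells and EC80 β-PEA-stimulated wells | Repeats: Singlicate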
# OXTR agonist: human OXTR agonists, primary screen, fluorescence, CHO-OTR cells, Fluo-8 calcium; Oxytocin receptor (Homo sapiens), P30559; AID 2435, 2010; activation, % at 3 µM; actives 0.32% (n = 320,000); Fluo-8 calcium fluorescence; normalized: DMSO 0%, oxytocin 100%;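 active = activation above the mean of all tested compounds plus 3 SD, cutoff set per screening run, cut at about 20% in these data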;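 also: peak over basal fluorescence ratio from a 100 s FLIPR kinetic read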
# TAAR1 agonist: human TAAR1 agonists, primary screen, Fluo-8 calcium fluorescence, CHO RD-HGA16 cells | vehicle wells 0%, saturating PEA agonist 100% | activation, % at 3 µM | actives 0.99% (n = 360,000) | AID 624467, 2012;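 active = activation above the mean activation of all test compounds in the run plus 3 SD, cut at about 38% in these data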
#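 Signal – calcium-sensitive Fluo-8 signal, excitation 470-495, emission 515-575 nm · System – RD-HGA16 (CHO) cells co-expressing Gα16 and hTAAR1 · Incubation – 17-24 h seeding, 75 min 37 °C dye, 30 min RT · Compound dosing – 3 µM single concentration · Repeats – no replicates (n 1)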
# M1 PAM: human M1 muscarinic receptor positive allosteric modulators, primary screen, CHO-K1 cells, Fluo-8 calcium fluorescence, 1536-well. Muscarinic acetylcholine receptor M1 (Homo sapiens), P11229. CHO-K1 hM1, ACh EC20; 0% = ACh EC20, 100% = maximal ACh. activation, % at 3 µM. actives 0.088% (n = 360,000); in the data active = activation above about 19%, passing the limit was not always enough
# Numbers without * were called inactive; nt = not tested or not shown.
# Sequence of screens: V1aR counter, CHRM1 antagonist, TAAR1 antagonist, TAAR1 agonist, M1 PAM, OXTR potentiate, M1 ag, OXTR agonist, CHO parental Ca
> CCc1ccc(OCC(=O)NNC(=O)Cc2ccc(S(=O)(=O)N3CCOCC3)s2)cc1
    -0.7, -6, -25, 2, 3, 1, -4, -0.8, -7
> CCCS(=O)(=O)N1CCC(C(=O)NCCCN2CCCC2=O)CC1
    1.5, -5, -6, 0, 4, -13, -2, 0.0, -6
> O=S(=O)(c1ccc(Oc2ccc(-c3nnco3)cc2)nc1)N1CCC(Cc2ccccc2)CC1
    -0.1, -4, 4, 3, 3, -5, -3, 1.3, 7
> O=C(Nc1ccc(N2CCN(c3ccc(O)cc3)CC2)cc1)Oc1ccccc1
    0.2, -1, -10, 4, -2, -6, -5, 1.1, -3
> O=C(O)CCC(=O)NNC(=O)c1cccs1
    0.1, -14, -19, 6, 10, 1, -3, 0.4, 4
> CC1CCCCC12NC(=O)N(CC(=O)Nc1sccc1C(N)=O)C2=O (configuration not stated)
    0.3, 11, -20, 6, 2, -4, -2, -0.5, -6
> CCN1CCN(c2ccc(Cl)cc2NC(=O)c2ccc(-n3nc(C)cc3C)cc2)CC1
    3.9, 7, -5, 5, -9, -4, -8, 3.9, -13
> Cn1c2[n+](c3ccc(Cl)cc3c1=O)Cc1ccccc1-2
    -0.8, 13, -5, 2, -6, 2, -3, -0.1, -16
> O=C(CCCOc1ccc(Cl)cc1Cl)N1CCN(c2ccccn2)CC1
    5.5, 2, 12, 8, -8, -9, -5, 3.9, -21
> O=C1C=CN(Cc2ccccc2)C(c2ccccc2)C1 (configuration not stated)
    0.4, -3, 6, 9, 3, 3, -10, 0.2, -16
> C/C(=N/Oc1nc(C)cc(C)n1)c1ccc(F)cc1
    0.3, -10, 8, 10, 3, 4, -3, -0.2, 0
> O=C(NCC1CCOCC1)c1cccc2c(-c3cccnc3)coc12
    nt, -7, 5, 3, 4, nt, 3, nt, nt
> CCn1cc(C(=O)N2CCN(c3ccc(OC)cc3)CC2)c2cc(OC)c(OC)cc2c1=O
    -0.5, -14, -19, 7, 7, 2, -5, -2.2, -25
> CCOC(=O)COC(=O)c1ccc(O)cc1
    2.3, -6, 16, 2, 11, 3, -5, 3.2, -14
> O=C(Cn1ccccc1=O)NCc1ccc(F)cc1
    -0.6, 2, -23, 0, 7, -8, 1, -0.3, -2
> Cc1ccc(NC(=O)c2cc(=O)c3ccccc3o2)cc1
    -0.6, -1, 5, 10, 3, -6, -4, -1.1, -13
> Nc1n[nH]c(-c2ccc(F)cc2)n1
    -0.6, -6, -5, 11, 10, -4, 0, 0.3, 0
> CCC(C)C(NC(=O)c1ccccc1NC(=O)c1ccco1)C(=O)NNC(=O)c1ccc(OC)cc1 (configuration not stated)
    -0.2, -2, -8, 3, 20, 0, -2, -1.3, -23
> O=C(NCCO)/C(=C\c1cccs1)NC(=O)c1cccs1
    1.2, 4, 1, -1, 0, -2, -1, 0.1, 1
> COC(=O)Nc1sc2c(c1C(N)=O)CCC(C)C2 (configuration not stated)
    -1.8, -11, -13, 3, 15, -16, -7, -2.0, 0
> COc1ccc(S(=O)(=O)NC2CCCCCC2)cc1C(N)=O
    1.5, -13, -14, 3, 5, 0, -1, -0.4, -12
> CC(=O)Oc1ccc(N2C(=O)[C@@H]3[C@H](C2=O)[C@H]2c4ccccc4C=NN2[C@@H]3C(C)=O)cc1
    0.3, -10, 8, 2, 5, -9, -2, 0.7, -2
> Cc1cccc(CNC(=O)c2sc(=O)n(Cc3ccc(S(C)(=O)=O)cc3)c2C)c1
    nt, 1, 17, 8, 0, nt, -3, nt, nt
> CCOC(=O)c1ccc(NC(=O)C(=O)NCc2ccc(/C=C(/C#N)C(=O)NCCOC)o2)cc1
    0.4, -8, -24, 0, 11, -7, 3, 0.2, -12
> O=c1[nH]c2cccnc2n1Cc1ccco1
    0.2, -11, nt, nt, 8, -4, -4, 0.8, -12
> Cc1ccc(S(=O)(=O)O/N=C2/CCCc3occc32)cc1
    0.2, -23, -2, 13, 2, -12, -2, -0.4, -8
> CCOC(=O)c1ccc(NC(=O)CCc2nc(-c3ccccc3Cl)no2)cc1
    6.2, 14, 27, 4, -5, -25, 0, 8.3, 28
> CCC(C)N(C(=O)COC(=O)c1ccccc1SCC(=O)N1CCCC1)C1CCS(=O)(=O)C1 (configuration not stated)
    -0.6, -6, -26, 2, 3, -8, -4, 0.5, -4
> Cc1ccc(C(=O)N/C(=C\c2ccco2)C(=O)NC2CCS(=O)(=O)C2)cc1 (configuration not stated)
    0.5, -8, -5, 0, 2, 6, -2, 0.5, -8
> CC(Sc1n[nH]c(N)n1)C(=O)Nc1ccccc1-c1ccccc1 (configuration not stated)
    0.4, -11, 16, 2, 6, -4, -3, -0.1, -22
> Cc1ccccc1-c1cc2nc(C)c(Cl)c(=O)n2[nH]1
    -0.5, -6, -12, -1, 6, -6, -7, -2.9, -20
> Cc1c(N)cccc1Cl
    nt, -10, 2, 2, 8, nt, -3, nt, nt
> CN(C)CCSc1nnc2[nH]c3ccccc3c2n1
    0.1, -8, 6, 44*, 11, -9, -7, -0.6, -8
> COCC(=O)Nc1nnc(CCc2ccccc2)s1
    1.4, -21, 16, 5, 18, 0, -1, 2.5, -7
> O=C(O)c1c2c(nc3ccccc13)/C(=C/c1ccccc1[N+](=O)[O-])CCC2
    -0.4, 9, 8, 3, -4, 5, -3, 0.4, -13
> COc1cc(C2/C(=C(\O)c3ccc4c(c3)OCCO4)C(=O)C(=O)N2Cc2ccco2)cc(OC)c1OC (configuration not stated)
    nt, 0, -24, 2, 2, nt, -1, nt, nt
> O=C(COc1ccc(Br)cc1F)NC1CCN(Cc2ccccc2)CC1
    12, 0, -13, 8, 0, -14, -4, 0.4, -16
> CN(C)S(=O)(=O)Oc1cccc(C(=O)Nc2ccc(Cl)c(Cl)c2)c1
    9.4, 28, 61*, 41*, -6, -30, 3, 8.1, 9
> CCn1c(SCC(=O)Nc2nnc(C)s2)nnc1C(C)NC(=O)c1ccccc1 (configuration not stated)
    0.3, -11, -17, 5, 5, -8, -5, 0.3, -12
> CC(C)(C)c1cc(C(=O)N2CCN(c3ncccn3)CC2)ccn1
    4.8, 4, -2, 2, 6, 0, -1, 2.8, -6
> O=C1N(CCCCN2C(=O)C3(OCCO3)c3ccccc32)c2ccccc2C12OCCO2
    5.7, 3, 45, 17, -2, -3, 2, 0.6, -16
> COc1ccc(CCn2c(N)c(S(=O)(=O)c3cccs3)c3nc4ccccc4nc32)cc1OC
    2.3, -28, 12, 19, 7, -7, -1, 4.6, -21
> COCCCN(C(C)=O)c1nc(-c2ccccc2)cs1
    -0.9, -15, 0, -1, 8, -6, -7, 0.0, -13
> CCN1C(=O)/C(=C2/SC(C)=C(C)N2CC)SC1=S
    -1.0, 12, -1, 4, -2, -12, -4, -0.8, -16
> Cc1ccccc1Nc1c(-c2ccccc2)nc2ncccn12
    -0.2, -1, -15, 1, 5, 0, -2, 0.4, -28
> CCOc1ncccc1C(=O)NCCCSc1ccccc1
    -1.7, -5, -10, -1, 2, -2, -8, -1.9, -19
> N#CC1=C(N)C2=C(N3CCCCC3)CCCC2C1(C#N)C#N (configuration not stated)
    1.1, -8, nt, nt, 3, -6, 0, 0.1, 10
> COc1ccc(Cn2c(-c3ccco3)nc3c(c(=O)c4ccccc4n3C)c2=O)cc1
    0.4, -7, -21, 7, 2, -4, -5, -1.8, -20
> CC(=O)/C(N=Nc1ccc2c(c1)OCO2)=C(\C)O
    0.6, -6, -21, 2, 7, 6, -7, -1.1, -12
> CC(=O)N1CCN(S(=O)(=O)c2cccc(C(=O)Nc3ccccc3N3CCCC3)c2)CC1
    -0.4, -10, -17, 0, 11, 2, -4, -0.8, -11
> O=[N+]([O-])c1ccc(N2CCCCC2)cc1SCCO
    -1.2, 6, 10, -1, -1, 4, -6, -0.8, -3
> Cc1ccc(S/C(=N\S(=O)(=O)c2ccc(Cl)cc2)c2ccccc2)cc1
    0.3, -14, 5, 13, 5, 0, -3, -0.7, -5
> O=c1cc([O-])[n+]2c3n1CCCN3CCC2
    1.8, 10, -8, 14, -5, -2, -2, 1.6, 8
> CC1=CC(=O)CC(C)(C)C1(O)/C=C/C(C)=C/C(=O)O (configuration not stated)
    1.1, -14, -11, 0, 10, 1, -3, 0.5, -9
> Cc1cc(C)cc(OCC(=O)NC2CCCc3ccccc32)c1 (configuration not stated)
    1.2, -2, -15, -2, -3, -8, -8, -3.4, -42
> COc1ccc(-c2nnc(SCc3csc(N)n3)n2C)cc1
    0.7, -7, -6, 12, 5, -3, -6, 0.7, 0
> Cc1[nH]c2ccccc2c1C(=O)C(C)OC(=O)C1CCC1 (configuration not stated)
    -0.6, -4, 4, 2, 4, 4, 0, -1.4, -2
> CCOC(=O)C1=NN(c2ccc(C)cc2)C2(S1)SC(C(C)=O)=C(C)N2c1ccccc1 (configuration not stated)
    0.3, -9, -9, 5, 10, -16, -1, -0.6, 1
> CC1CCN(S(=O)(=O)c2ccc(C(=O)NC3CCS(=O)(=O)C3)cc2)CC1 (configuration not stated)
    -0.3, -16, -6, 0, 3, 2, -2, -0.5, -5
> O=C(O)c1nn(CC(=O)N(C2CCCCC2)C2CCCCC2)c(=O)c2ccccc12
    0.1, -18, -1, 2, 19, -5, -1, -1.0, -15
> Cc1ccc(S(=O)(=O)NC(=O)COc2ccc([N+](=O)[O-])cc2)cc1
    0.3, -15, -9, 6, 8, -2, 1, 0.3, -9
> Fc1ccc(-c2[nH]ncc2CN(CC2CCC2)CC2CCCO2)c(F)c1 (configuration not stated)
    0.6, -9, -3, 0, 7, -10, -8, 0.1, -14

# Arranged by value in M1 ag (high to low): some entries from above.
structure | CHRM1 antagonist | TAAR1 antagonist | M1 PAM | M1 ag
Cc1[nH]c2ccccc2c1C(=O)C(C)OC(=O)C1CCC1 (configuration not stated) | -4 | 4 | 4 | 0
COc1ccc(CCn2c(N)c(S(=O)(=O)c3cccs3)c3nc4ccccc4nc32)cc1OC | -28 | 12 | 7 | -1
CC1=CC(=O)CC(C)(C)C1(O)/C=C/C(C)=C/C(=O)O (configuration not stated) | -14 | -11 | 10 | -3
